Screening data from PubChem BioAssay.
GPR35 antagonists: GPR35 antagonists blocking zaprinast-driven arrestin recruitment, primary screen, imaging, U2OS, beta-arrestin-GFP, zaprinast agonist (AID 2058). U2OS GPR35 beta-arrestin-GFP translocation imaging, zaprinast antagonism; higher % means a stronger effect. actives 0.052% (n = 290,000). inhibition, % at 10 µM, or IC50 in µM where a hit was titrated;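 active = inhibition of at least 50% with at least 30 cells and total cytoplasm GFP at most 10,000,000; inconclusive = under 30 cells or total GFP of 10,000,000 plus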
NTR1 ag: NTR1-driven beta-arrestin-GFP spot formation – imaging, U2OS cells, high content, primary screen (AID 493036); agonist mode; actives 0.17% (n = 330,000); activation, % at 20 µM;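 active = activation at or above 40% of the spot to cytoplasm intensity ratio, with at least 20 cells analyzed; inconclusive = wells under 20 cells, flagged as cytotoxic or low count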;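 also: 0% = DMSO without peptide and 100% = 100 nM NTR1 peptide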
Target sequence (P30989 whole entry, looked up): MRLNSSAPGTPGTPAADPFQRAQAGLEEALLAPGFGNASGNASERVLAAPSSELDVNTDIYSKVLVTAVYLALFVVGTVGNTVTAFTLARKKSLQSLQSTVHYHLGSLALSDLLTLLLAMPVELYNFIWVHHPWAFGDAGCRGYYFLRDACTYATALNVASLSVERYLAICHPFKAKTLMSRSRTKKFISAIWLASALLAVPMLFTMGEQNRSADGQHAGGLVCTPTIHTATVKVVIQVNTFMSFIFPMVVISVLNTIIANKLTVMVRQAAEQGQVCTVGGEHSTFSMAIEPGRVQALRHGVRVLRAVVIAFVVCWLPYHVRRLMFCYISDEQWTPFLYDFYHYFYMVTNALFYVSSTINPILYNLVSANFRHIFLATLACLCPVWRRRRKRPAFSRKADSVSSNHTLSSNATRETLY
LYP inhibition: inhibitors of LYP phosphatase, biochemical, fluorescence intensity, uHTS (AID 1779). recombinant LYP phosphatase, fluorescence intensity; higher % means a stronger effect. inhibition, % at 11.5 µM, or IC50 in µM where a hit was titrated. actives 0.054% (n = 290,000); in the data active = inhibition above about 50%;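 also: plate controls were vehicle with enzyme for no effect and no enzyme for full effect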
Myeloid diff MLP: compounds promoting myeloid differentiation | AID 624256 | actives 1% (n = 360,000) | ER-HoxA9 myeloid progenitors, lysozyme-GFP differentiation, flow cytometry | calls only at 10 µM;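 active = normalized GFP-positive differentiation at or above the plate's own cutoff, the solvent-only control mean plus 3 SD; inconclusive = no clear call, values can overlap the other calls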;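 also: cells exposed to compound for four days before flow analysis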
GPR55 LPI antagonism: inhibition of LPI-stimulated GPR55 beta-arrestin translocation – imaging, U2OS, beta-arrestin-GFP, LPI agonist, primary screen (AID 2013) | inhibition, % at 10 µM, or IC50 in µM where a hit was titrated | U2OS GPR55 beta-arrestin-GFP translocation imaging, LPI antagonism; higher % means a stronger effect | actives 0.13% (n = 290,000);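 active = spots per cell inhibited over 60%, with over 100 cells counted and total cytoplasm intensity under 500,000; inconclusive = wells with under 100 cells, flagged as likely toxic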;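 also: U2OS cells stably carrying GPR55 and arrestin-GFP stimulated by 5 µM LPI near EC80; imaged beta-arrestin-GFP aggregate spots per cell after agonist stimulation; plate controls were LPI-stimulated DMSO wells for no effect and DMSO wells without LPI for full effect; some results filed as inactive read as strong as hits; confirmed hits need IC50 under 10 µM and bright autofluorescent wells are also inconclusive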
Siah-1 displacement: Siah-1 peptide-binding antagonists, primary screen, biochemical, fluorescence polarization, rhodamine-plectin, uHTS (AID 1817) | displacement, % at 20 µM; hits with a dose series show IC50 in µM | actives 0.02% (n = 290,000) | Siah-1 / rhodamine-plectin peptide fluorescence polarization; higher % means a stronger effect;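 active = displacement of at least 50% at 20 µM, with a fluorescence ratio check between 0.3 and a set limit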;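 also: plate controls were Siah plus tracer with DMSO for no effect and tracer alone without Siah for full effect; strong numbers were not always called active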
PhoP inhibition: PhoP-dependent GFP reporter repression – Salmonella Typhimurium, primary screen (AID 1863); S. Typhimurium PhoP-regulated promoter GFP reporter, 4 h; higher % means a stronger effect; one-dose inhibition, % at 50 µM; IC50 in µM for titrated hits; actives 0.16% (n = 300,000);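 active = inhibition over 29.93%, a cutoff 3 SD above the screen mean, later confirmed by dose response; inconclusive = inhibition over 29.93% but no dose response follow-up; inactive = inhibition at most 29.93% or unconfirmed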;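 also: 0% = low Mg2+ inducing control and 100% = high Mg2+ repressing control; strong numbers were not always called active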
HIV fusion peptide: cell-free HIV fusion peptide-binding blockers – biochemical, uHTS, fluorescence dequenching, primary screen (AID 1986) | actives 0.3% (n = 290,000) | cell-free peptide binding, fluorescence dequenching, 30 min; higher % means a stronger effect | inhibition, % at 20 µM; hits with a dose series show IC50 in µM; in the data active = inhibition mostly above about 52%, no sharp cut-off; inactive = mostly below about 76%; also: some results filed as inactive read as strong as hits
MgcRacGAP inhibition: MgcRacGAP GTPase-activating activity inhibitors, confirmation, biochemical, ADP Hunter fluorescence; MgcRacGAP-stimulated Rac1 GTP hydrolysis, ADP Hunter fluorescence; higher % means a stronger effect; GST-tagged Rac1 F28L mutant substrate; inhibition, % at 30 µM; hits with a dose series show IC50 in µM; actives 0.6% (n = 340,000); AID 624330;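 active = first-screen hits whose inhibition reached a set limit at any dose in the follow-up dose series; inconclusive = inhibition above the set first-screen limit but never retested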;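 also: fluorescence reports GDP produced by GAP-driven GTP hydrolysis; strong numbers were not always called active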
NTR1 ag cell count 20 µM: also measured in NTR1 ag; calls as there; cell count; measured here: cell count, cytotoxicity flag
Myeloid diff MLP GFP+ MAC1+ %: second read-out of Myeloid diff MLP, no call of its own (marks repeat the call); GFP+ MAC1+ double positive, %; measured here: differentiation confirmed by MAC1 staining
The depositor's hits bear a star; i = inactive; ? = inconclusive; / = no result given; + = active, no number; & = joins results of further samples.

Compound	HIV fusion peptide	NTR1 ag cell count 20 µM	GPR55 LPI antagonism	Myeloid diff MLP	PhoP inhibition	MgcRacGAP inhibition	NTR1 ag	GPR35 antagonists	Myeloid diff MLP GFP+ MAC1+ %	LYP inhibition	Siah-1 displacement
CN1CCN(C(=S)NC(=O)c2ccccc2Cl)CC1	-1.6%	49	20%	i	-1%	9%	0.4	17%	0.2	-6%	-1%
O=C(NCc1ccc(F)cc1)C(c1ccccc1)N(C(=O)c1csnn1)C1CCCC1 (centres undefined)	0.1%	51	2%	i	4%	4%	-0.4	8%	0.6	-6%	5%
CN(C/C=C/c1ccccc1[N+](=O)[O-])Cc1ccccc1	-1.0%	54	-1%	i	2%	21%	0.1	5%	1.1	-8%	3%
COc1ccc(S(=O)(=O)NCc2ccco2)cc1C(=O)N1CCCCC1	0.4%	59	2%	i	3%	8%	0.0	-10%	0.3	-5%	6%
Cn1c(=O)n(CC(=O)N2CCN(c3nnc(-c4ccccc4)c4ccccc34)CC2)c2ccccc21	27%	75	-4%	i	-12%	10%	-1.9	-2%	1.0	12%	-2%
CC(C)CC(NC(N)=O)C(=O)OCC(=O)NC(=O)NC1CCCC1 (centres undefined)	-0.4%	96	-3%	i	14%	2%	-1.7	-6%	0.5	0%	-1%
O=[N+]([O-])c1cc(C(F)(F)F)ccc1NCCc1c[nH]c2ccccc12	1.7%	81	2%	i	27%	9%	30	-2%	0.1	7%	8%
O=c1[nH]c2ccccc2nc1C(Cl)c1ccccc1 (centres undefined)	1.3%	49	0%	/	-2%	/	0.6	13%	/	-2%	4%
COc1ccc(/C=C/C(=O)N2CCC(c3ccccc3)C2)cc1 (centres undefined)	1.9%	56	0%	i	-12%	-3%	-0.4	-2%	0.5	5%	-4%
Cc1ccc(S(=O)(=O)N2CCN(C)CC2)c2nsnc12	-0.7%	60	5%	i	6%	4%	2.4	4%	2.4	-4%	2%
O=C(CSc1nc2[nH]ncc2c(=O)[nH]1)Nc1ccc(OC(F)(F)F)cc1	/	84	/	i	-15%	1%	-1.4	/	0.2	/	/
CCOC(=O)C1CCN(C(=O)CN(Cc2ccccc2)S(C)(=O)=O)CC1	0.6%	56	15%	i	-10%	0%	-0.9	-7%	0.3	-3%	6%

Brought forward from above: 5 entries, then new ones.
Compound	HIV fusion peptide	NTR1 ag cell count 20 µM	GPR55 LPI antagonism	Myeloid diff MLP	PhoP inhibition	MgcRacGAP inhibition	NTR1 ag	GPR35 antagonists	Myeloid diff MLP GFP+ MAC1+ %	LYP inhibition	Siah-1 displacement
O=c1[nH]c2ccccc2nc1C(Cl)c1ccccc1 (centres undefined)	1.3%	49	0%	/	-2%	/	0.6	13%	/	-2%	4%
COc1ccc(/C=C/C(=O)N2CCC(c3ccccc3)C2)cc1 (centres undefined)	1.9%	56	0%	i	-12%	-3%	-0.4	-2%	0.5	5%	-4%
Cc1ccc(S(=O)(=O)N2CCN(C)CC2)c2nsnc12	-0.7%	60	5%	i	6%	4%	2.4	4%	2.4	-4%	2%
O=C(CSc1nc2[nH]ncc2c(=O)[nH]1)Nc1ccc(OC(F)(F)F)cc1	/	84	/	i	-15%	1%	-1.4	/	0.2	/	/
CCOC(=O)C1CCN(C(=O)CN(Cc2ccccc2)S(C)(=O)=O)CC1	0.6%	56	15%	i	-10%	0%	-0.9	-7%	0.3	-3%	6%
CN1CCCN(C(=O)c2ccc(Br)cc2)CC1	2.7%	55	7%	i	-4%	10%	1.0	0%	0.5	-4%	0%
CCOC(=O)c1ccccc1NC(=O)CN(c1ccc(OCC)cc1)S(C)(=O)=O	-0.3%	/	-1%	/	6%	/	/	8%	/	3%	-5%
COc1ccc(C(C(=O)OCCN(C)C)c2ccccc2)cc1 (centres undefined)	0.4%	68	9%	i	-10%	7%	-0.5	-2%	0.3	-5%	2%
O=C(NCCc1ccc(Cl)cc1)c1ccc2[nH]c(=O)c(=O)[nH]c2c1	-0.1%	67	9%	i	-1%	9%	0.4	-1%	3.4	-11%	10%
COCCSc1ccccc1C(=O)Nc1ccccc1C#N	-0.5%	52	7%	i	5%	1%	0.9	22%	0.8	-9%	4%
COCCCNCC(=O)Nc1ccc(OC(F)(F)F)cc1	1.6%	66	2%	i	-3%	12%	1.6	-10%	0.7	-1%	13%
COc1ccccc1CNC(=O)CN(C)S(=O)(=O)c1ccc(F)cc1	0.8%	54	6%	i	3%	7%	-0.1	11%	1.0	-5%	0%
COc1ccc(-n2nc3ccc(N)cc3n2)cc1Cl	26%	54	5%	i	2%	9%	1.4	-14%	4.1	-8%	3%
Cc1c(C)n(C(=O)CN2CCN(c3ccccc3)CC2)c2ccccc12	-1.3%	72	7%	i	9%	14%	3.8	8%	1.0	-12%	-4%
COCC(C)NC(=O)COc1ccc(Cl)cc1Cl (centres undefined)	-0.1%	85	-15%	i	-3%	7%	1.8	-12%	0.7	-6%	-2%
Cc1ccn2c(NC3CCCCC3)c(C(C)C)nc2c1	1.8%	58	-1%	i	6%	-4%	1.9	7%	0.6	4%	-1%
CCCCOc1ccccc1NC(=O)CSc1nnnn1C(C)(C)C	-1.3%	88	30%	i	7%	9%	0.9	15%	0.1	-7%	4%
COCCCNC(=O)c1cc(C)nc2ccc(F)cc12	-0.1%	50	-7%	i	-4%	6%	-1.5	-4%	0.4	-4%	5%
C#CCNC(=O)C1=C[C@@H](c2csc3ccccc23)[C@H](CCCO)[C@@H](OCC)O1	-0.4%	115	14%	i	-3%	11%	-3.2	-10%	1.9	-7%	2%
Cn1nc(C(F)(F)F)cc1C(=O)Nc1ccc(-c2ccno2)cc1	3.0%	49	13%	i	-12%	6%	1.1	3%	8.1	-5%	-4%
c1ccc(Sc2nc(N3CCCCC3)nc(N3CCCCC3)n2)nc1	-0.9%	82	3%	i	-5%	4%	10	8%	2.9	1%	-5%
COc1ccc(O)c(C(=O)CC(=O)c2ccccc2C)c1	-0.6%	38	-6%	i	7%	8%	3.2	16%	0.6	-7%	-4%
Cc1cnc(C(=O)Nc2ccccc2-c2nnn(CC(=O)NC3CCCC3)n2)cn1	0.8%	58	-17%	i	12%	-1%	-0.5	-8%	1.3	-7%	4%
Brc1ccc(-c2nn3c(-c4ccccn4)nnc3s2)o1	-0.4%	63	-7%	i	6%	14%	-0.2	1%	2.0	3%	-6%
CC1(C)Cc2c(cnn2-c2ccccc2)C(NC(=O)c2ccoc2)C1 (centres undefined)	-1.4%	40	-30%	i	-2%	7%	1.3	8%	0.4	0%	-8%
CCOc1ccc(NC(=O)CN(C)C(=O)c2cc(-c3ccc(OC)cc3)nc3ccccc23)cc1OCC	/	75	/	i	-5%	1%	5.1	/	0.9	/	/
Cc1nnc(NC(=O)CSc2nccn2-c2ccc(F)cc2)s1	0.4%	41	-3%	i	1%	1%	1.4	-5%	0.3	-8%	4%
c1ccc(CCn2nnnc2C(c2cccnc2)N2CCN(c3ccccc3)CC2)cc1 (centres undefined)	-1.3%	63	6%	i	-1%	1%	1.0	-2%	1.5	2%	1%
CC(C(=O)O/N=C(\N)c1ccccn1)c1ccc([N+](=O)[O-])cc1 (centres undefined)	-0.6%	41	25%	i	4%	6%	0.3	11%	0.6	-11%	-7%
Cc1cccc(C(=O)NNC(=O)c2ccc(Cl)cc2)c1O	3.8%	49	-5%	i	7%	1%	0.7	5%	0.9	4%	2%
COc1ccccc1CNC(=O)C1CC(c2ccccc2[N+](=O)[O-])=NO1 (centres undefined)	-3.7%	92	9%	i	1%&1%	2%	-1.5	9%	1.9	-3%	-3%
COCCn1c(CN2CCN(c3cccc(Cl)c3)CC2)nc2c1c(=O)n(C)c(=O)n2C	-0.4%	48	-3%	i	-16%	-1%	2.5	-14%	3.6	-1%	-2%
CC(=O)Nc1ccc(-c2csc(Nc3cc(C)ccn3)n2)cc1	-2.5%	53	14%	i	-13%	6%	11	7%	0.3	-1%	-14%
Cc1ccc2sc(NNC(=O)C3=COCCO3)nc2c1C	0.2%	60	-1%	i	-1%	7%	6.8	5%	0.2	3%	3%
O=C(/C=C/NCc1cccnc1)c1ccc(-c2ccccc2)cc1	-1.1%	46	/	i	-3%	-4%	0.7	-12%	1.3	-7%	12%
COc1ccc(C(=O)/C=C/c2cn(CC(O)CN3CCN(C)CC3)c3ccccc23)cc1OC (centres undefined)	28%	54	-7%	i	-16%	16%	0.7	1%	0.6	-2%	3%
O=C(/C(=C/c1ccc(Cl)cc1)c1nc2ccccc2[nH]1)c1ccccc1	0.5%	95	28%	+	?	6%	18	7%	/	4%	1%
Cn1nc([N+](=O)[O-])nc1Oc1ccccc1C(=O)N1CCOCC1	0.9%	42	10%	i	-2%	11%	1.6	-3%	0.4	-1%	-6%
CCCN(CC(=O)Nc1ccccc1C)C(=O)C1CC(=O)N(c2cccc(C)c2C)C1 (centres undefined)	/	70	/	i	-4%	-4%	-0.7	/	0.3	/	/
